GRK2 inh – inhibitors of human GRK2 displacing RNA aptamer. 330,000 tested, 0.59% active. P25098. inhibition of aptamer binding, % at 10 µM. bead flow cytometry, FAM-aptamer displacement from GRK2;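 active = inhibition of aptamer binding above 40%, roughly 3 SD of noise, on plates passing a quality check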;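 also: median bead fluorescence of bound FAM aptamer so fluorescent compounds give negative values; no value below 0 was filed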
PP5 primary – blocks human protein phosphatase 5 activity; P53041; purified PP5c, OMFP substrate fluorescence; inhibition, % at 6.7 µM; 320,000 tested, 0.18% active;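 active = inhibition above the campaign's mean inhibition across all tested compounds plus 3 SD, cut at about 9.5% in these data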;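 also: 0% = DMSO only and 100% = 100 µM cantharidin control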
Target sequence (P53041 whole entry, looked up): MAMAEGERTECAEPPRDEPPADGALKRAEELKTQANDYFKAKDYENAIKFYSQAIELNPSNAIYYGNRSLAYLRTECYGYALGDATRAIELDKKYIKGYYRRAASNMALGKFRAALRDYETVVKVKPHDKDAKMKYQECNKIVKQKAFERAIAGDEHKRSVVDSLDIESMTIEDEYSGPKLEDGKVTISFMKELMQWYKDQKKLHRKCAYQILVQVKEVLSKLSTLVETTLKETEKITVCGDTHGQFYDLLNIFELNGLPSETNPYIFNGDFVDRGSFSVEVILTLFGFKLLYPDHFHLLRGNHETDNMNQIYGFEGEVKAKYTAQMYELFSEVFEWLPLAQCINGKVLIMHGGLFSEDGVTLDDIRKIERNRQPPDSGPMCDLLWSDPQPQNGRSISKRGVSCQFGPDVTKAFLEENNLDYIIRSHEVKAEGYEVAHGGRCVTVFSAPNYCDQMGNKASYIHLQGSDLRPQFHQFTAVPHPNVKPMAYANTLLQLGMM
JMJD2C inh – human JMJD2C demethylase inhibition. Q9H3R0. GST-JMJD2C(1-420) H3K9me3 demethylation, DELFIA europium. inhibition, % at 2.35 µM. 330,000 tested, 0.069% active;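 active = more than half of a compound's replicate wells show inhibition beyond 50%, single wells judged on their own value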;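 also: signal counts dimethyl H3K9 product captured on neutravidin plate; 0% = median of DMSO wells and 100% = 0.3 times that DMSO median; strong numbers were not always called active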
proCasp3 act – procaspase-3 (human) activation | activation, % at 8.5 µM | recombinant procaspase-3 D3A, Ac-DEVD-pNA absorbance 405 nm | 330,000 tested, 0.11% active | AID 463141;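 active = activation above the mean of all tested compounds plus 3 SD, cut at about 21% in these data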;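 also: 0% = DMSO alone and 100% = DMSO wells spiked with extra 5 µM PC-3 D3A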
Target sequence (P42574 whole entry D9A/D28A/D175A): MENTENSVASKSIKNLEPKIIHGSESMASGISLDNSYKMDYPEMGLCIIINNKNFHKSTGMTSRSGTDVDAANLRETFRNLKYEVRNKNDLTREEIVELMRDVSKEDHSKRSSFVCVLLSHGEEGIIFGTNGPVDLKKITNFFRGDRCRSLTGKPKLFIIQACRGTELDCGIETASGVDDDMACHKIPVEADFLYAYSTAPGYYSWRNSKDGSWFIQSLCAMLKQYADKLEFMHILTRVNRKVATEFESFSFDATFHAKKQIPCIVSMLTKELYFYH
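material = Procaspase-3 D3A mutant | probe or stimulus = Ac-DEVD-pNA | compound = single dose, 8.5 µM nominal compound, 0.8% DMSO | timing = 1 h preincubation, 2 h reaction | measured by = 405 nm absorbance of p-nitroaniline, reads at 0 and 120 min | benchmarks = DMSO-only low control, 5 µM PC-3 D3A high control | repeats = singlicate, each compound tested once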
Fh CTSL1 inh – counter-screen for PFM18AAP inhibitors: inhibitors of F. hepatica cathepsin L1 | recombinant F. hepatica cathepsin L1, Z-Leu-Arg-MCA fluorescence | inhibition, % at 5.96 µM | 300,000 tested, 0.49% active;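 active = inhibition above the mean of all tested compounds plus 3 SD, set per screening campaign, cut at about 17% in these data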;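 also: 0% = plate median of test compound wells and 100% = 1 µM Z-Phe-Ala-diazomethylketone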
core dimer inh – blocks dimerization of HCV core protein; TR-FRET GST/Flag-core106 dimerization, 1536-well; inhibition, % at 5 µM; 300,000 tested, 0.33% active; AID 1899;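 active = inhibition above the mean of all tested compounds plus 3 SD, set per screening campaign, cut at about 45% in these data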
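Assay system – GST-tagged and Flag-tagged HCV core protein residues 1-106 · Quantity – core106 proteins, GST 13.5 nM and Flag 17 nM · Benchmarks – unlabelled core106 and no-GST-core106 wells · Read-out basis – percent inhibition of core106 dimerization signal · Detection – time-resolved FRET, ex 340 nm, em 617 and 671 nm · Schedule – 4 h at 22.5 °C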
procasp7 counter – counter-screen for procaspase-3 activators: activators of human procaspase-7 | activation, % at 8.5 µM | recombinant procaspase-7, Ac-DEVD-pNA absorbance 405 nm; D23A/D198A/D206A triple mutant, cannot self-cleave; scale: DMSO 0, 5 µM enzyme 100 | P55210 | 330,000 tested, 0.093% active;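 active = percent activation above the screen-wide mean plus 3 SD, cut at about 25% in these data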
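Test system: Procaspase-7 triple mutant (PC-7 D3A). Also added: Ac-DEVD-pNA substrate, 400 µM as added. Schedule: 1 h enzyme–compound preincubation and 2 h substrate reaction, both 25 °C. Signal: p-Nitroaniline absorbance at 405 nm, read at 0 and 120 min. Control set: low DMSO alone, high DMSO plus 5 µM PC-7.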
PP1 counter – PP1-alpha (human) inhibition in PP5 counter-screen | P62136 | purified PP1alpha, OMFP fluorescence | inhibition, % at 6.7 µM | 320,000 tested, 0.9% active | AID 2235;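 active = inhibition above the mean inhibition of all tested compounds plus 3 SD, computed separately for each screening campaign, cut at about 15% in these data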
Target sequence (P62136 whole entry, looked up): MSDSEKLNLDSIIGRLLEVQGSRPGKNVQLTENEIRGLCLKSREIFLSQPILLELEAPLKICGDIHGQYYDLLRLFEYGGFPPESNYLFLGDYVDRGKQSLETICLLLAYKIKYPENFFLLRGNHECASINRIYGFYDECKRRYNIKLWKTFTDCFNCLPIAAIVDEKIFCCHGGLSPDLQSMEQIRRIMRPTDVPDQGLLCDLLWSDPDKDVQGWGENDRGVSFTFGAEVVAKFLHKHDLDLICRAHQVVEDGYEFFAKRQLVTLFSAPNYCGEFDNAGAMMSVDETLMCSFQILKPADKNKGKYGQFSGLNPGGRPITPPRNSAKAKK
VLA-4 inh – inhibition in a human VLA-4 binding assay | VLA-4 expressing cells, ligand binding flow cytometry | inhibition, % (about 7 µM as worked out from the volumes in the protocol) | 330,000 tested, 0.2% active; in the data active = inhibition above about 50%
The depositor's hits bear a star; / = not tested or not shown.

Structure,GRK2 inh,PP5 primary,JMJD2C inh,proCasp3 act,Fh CTSL1 inh,core dimer inh,procasp7 counter,PP1 counter,VLA-4 inh
COc1cccc2cc(C(=O)N3CCC(C)CC3)c(=O)oc12,1,-0.5,3,0,-4,2,-9,-1,-18
CN(C)C/C=C/C(O)(c1ccccc1)c1ccccc1,0,0.9,14,-7,1,1,-2,1,-2
Cc1nc(NC(=O)/C=C/c2ccccc2)n[nH]1,0,0.1,10,-1,-9,5,2,0,7
CN1CCc2c(sc(/N=C/c3cccs3)c2C(N)=O)C1,9,0.2,9,-10,3,8,-11,-2,-6
COc1cccc(NC(=O)CSc2nnc(C)s2)c1,0,2.9,-6,7,-1,-4,6,-1,9
Cc1cccc(C)c1NC(=O)CNC(=O)c1ccc(N2CCCC2)c([N+](=O)[O-])c1,0,-0.9,4,0,/,/,5,-4,20
NC(=S)Nc1cccc2cccnc12,0,0.0,10,2,2,-5,-2,-5,-8
Fc1ccc2c(c1)/C(=N/Nc1ccccn1)CCS2,0,1.4,-3,0,2,3,3,3,3
O=C(Cc1ccccc1)NCCCN1CCN(CCCNC(=O)Cc2ccccc2)CC1,0,0.9,-4,11,-4,-4,5,-4,8
Cc1cc(C)cc(NC(=O)c2nnn(Cc3cc(C)ccc3C)c2N)c1,1,7.7,-2,-1,1,6,2,0,-3
Cc1nnn(C23CC4CC(CC(CC(=O)Nc5ccc(C)c(C)c5)(C4)C2)C3)n1,3,2.4,-3,14,0,7,9,1,19
CC(C)(C)c1ccc(OCCC(=O)OCC(=O)N2c3ccccc3NC(=O)C2(C)C)cc1,1,3.3,-1,10,1,-3,1,3,29
COc1ccc(Cl)cc1S(=O)(=O)N1CCN(C(=O)c2ccco2)CC1,0,-0.8,-4,-2,-4,-4,-7,-1,20
CC[C@H](C)[C@@H](C(=O)N1CCNCC1)n1cc([C@@H](N)CO)nn1,/,0.2,1,10,1,7,-9,-2,/
O=C(NNC(=S)NCc1ccccc1)c1cccc([N+](=O)[O-])c1,0,-1.6,12,-3,-4,2,-3,-10,19

Three structures out of the list, arranged by count of non-hydrogen atoms, ascending.
Structure,GRK2 inh,PP5 primary,JMJD2C inh,proCasp3 act,Fh CTSL1 inh,core dimer inh,procasp7 counter,PP1 counter,VLA-4 inh
Cc1nc(NC(=O)/C=C/c2ccccc2)n[nH]1,0,0.1,10,-1,-9,5,2,0,7
Fc1ccc2c(c1)/C(=N/Nc1ccccn1)CCS2,0,1.4,-3,0,2,3,3,3,3
O=C(NNC(=S)NCc1ccccc1)c1cccc([N+](=O)[O-])c1,0,-1.6,12,-3,-4,2,-3,-10,19

Carrying on.
Structure,GRK2 inh,PP5 primary,JMJD2C inh,proCasp3 act,Fh CTSL1 inh,core dimer inh,procasp7 counter,PP1 counter,VLA-4 inh
O=C1N[C@@H](Cc2cn(S(=O)(=O)c3c(F)c(F)c(F)c(F)c3F)c3ccccc23)C(=O)N[C@H]1Cc1ccccc1,1,-1.7,-11,0,2,49*,-2,0,-5
CNc1nn(-c2cccc(Cl)c2)nc1N,0,1.8,-11,-7,3,-37,-23,1,-52
COc1cc([N+](=O)[O-])ccc1NC(=O)CSc1nnc(C)c(C)n1,0,-1.1,-6,-9,2,-3,2,0,1
CCOCC(=O)Nc1nnc(C)s1,5,2.4,2,3,2,-7,-12,2,-13
COc1ccc(C(c2c(O)ccc3ccccc23)N2CCOCC2)c(OC)c1 (configuration not stated),5,6.8,-7,-31,-1,7,-22,0,20
NC1=NS(=O)(=O)NC1c1ccc(F)cc1 (configuration not stated),0,-2.8,-13,5,-3,2,4,1,3
COCCNC(=S)N1CCC(NC(=O)c2ccco2)CC1,1,0.2,1,0,0,-2,2,-1,20
CC(C)c1cc(=O)n2[nH]c(SCc3ccccc3)nc2n1,1,-1.5,7,3,-8,2,2,-1,15
Cc1ccc(N/N=C2\CS(=O)(=O)N(C)c3ccsc32)cc1,0,7.2,42,-14,-1,-28,-19,2,12
O=C1c2ccccc2CN2C(=O)c3ccccc3CN12,13,-0.4,7,3,-1,-4,-1,2,-2
O=C(COc1ccccc1)Nc1nnc(S(=O)(=O)N2CCCCC2)s1,12,0.8,4,-2,1,-9,-3,0,8
CCOC(=O)CN1CC23C=CC(O2)C(C(=O)Nc2ccc4c(c2)OCO4)C3C1=O (configuration not stated),0,-2.0,3,7,-3,15,-3,-5,2
O=C(Nc1nc(-c2ccncc2)cs1)c1ccc(S(=O)(=O)N2CCOCC2)cc1,1,1.4,-8,-5,-2,-3,-7,2,32
O=C(NC1CCCC1)c1sc(=S)n2c1[nH]c(=O)c1ccccc12,4,-0.6,6,2,3,-3,-4,2,-10
CC(C)c1ccc(CNC(=O)C2CC(=O)N(C3CCCCC3)C2)cc1 (configuration not stated),18,0.0,-2,6,0,4,11,-3,-5

Going on with the list:
Structure,GRK2 inh,PP5 primary,JMJD2C inh,proCasp3 act,Fh CTSL1 inh,core dimer inh,procasp7 counter,PP1 counter,VLA-4 inh
CC(=O)CS(=O)(=O)c1ccc(Oc2ccc(S(=O)(=O)CC(C)=O)cc2)cc1,0,0.2,-21,-2,24*,20,1,1,15
CS(=O)(=O)N(CC(=O)NC1CCCC1)c1ccc2c(c1)OCCO2,3,1.9,-1,7,0,-1,5,-3,12
N=c1n(Cc2ccccc2)c2ccccc2n1CC(O)c1ccccc1 (configuration not stated),0,0.1,9,4,1,2,1,-2,21
Cc1onc(-c2ccccc2)c1C(=O)c1ccccc1,0,0.0,7,-5,-2,4,3,-2,1
CN(C(=O)c1cccc(Nc2ccc(-c3ccc4c(c3)OCCO4)nn2)c1)C1CCCCC1,0,4.5,6,2,3,20,10,5,-8
Cc1ccccc1C(=O)Nc1nnc(SCC(=O)NC2CC2)s1,0,-0.9,-9,4,0,-16,7,0,6
COc1ccc(CCC(=O)N2CCN(S(=O)(=O)c3ccc(OC(F)(F)F)cc3)CC2)cc1,3,1.3,-2,3,/,/,-4,-6,6
Cc1cccc(C(=O)OCC(=O)NC23CC4CC(CC(C4)C2)C3)c1O,0,/,5,2,/,/,16,/,6
CCOC(=O)N1CCN(S(=O)(=O)c2ccc3c4c(cccc24)C(=O)N3)CC1,0,1.2,-15,1,-1,8,-4,-2,-11
Cc1ccc(C(=O)N2CCNC(=O)C2CC(=O)Nc2ccccc2)cc1 (configuration not stated),0,3.0,-3,5,-1,2,8,-3,-6
Cc1noc(C)c1S(=O)(=O)N(C)C[C@H]1Oc2ccc(NS(=O)(=O)c3cn(C)cn3)cc2C(=O)N([C@H](C)CO)C[C@@H]1C,0,/,6,2,/,/,11,/,-6
CN1C(=O)CC(C(=O)O)SC1=Nc1cc(Cl)cc(Cl)c1 (configuration not stated),2,-0.4,-1,8,-1,-6,0,1,19
CCCC(=O)Nc1nnc(SCC(=O)N2C(C)CCCC2C)s1 (configuration not stated),3,1.0,7,12,-2,-1,4,4,-288
Cc1cc(NC(=O)CSc2nc3c(C)c(C)ccc3cc2C)no1,2,0.1,6,1,5,-3,-5,-3,-1
Cc1cc2c(cc1S(=O)(=O)NCc1ccccc1Cl)OCCN2C,0,-0.7,1,0,1,24,7,1,-1

Carrying on.
Structure,GRK2 inh,PP5 primary,JMJD2C inh,proCasp3 act,Fh CTSL1 inh,core dimer inh,procasp7 counter,PP1 counter,VLA-4 inh
CC(C)(C)N(Cc1ccccc1)C(=O)CN1C(=O)c2ccccc2S1(=O)=O,0,/,1,3,/,/,0,/,-2
CCOc1ccccc1NC(=O)CN(c1cc(C)cc(C)c1)S(=O)(=O)c1c(C)noc1C,0,-1.7,8,5,1,1,4,1,31
N#Cc1cccc(CS(=O)(=O)c2ccc(Cl)cc2)c1,5,-0.9,-2,-8,2,-7,-1,-2,7
O=C(NCc1ccccc1)c1ccc(Oc2ccc(C(=O)NCc3ccccc3)cc2)cc1,0,8.7,6,4,-1,1,-4,10,0
CCCN1C(=O)/C(=C/c2nc3ccccc3c(=O)[nH]2)c2ccccc21,4,0.6,4,-9,5,8,8,3,26
O=C(CCN1C(=O)C2CC=C(Cl)CC2C1=O)NCc1ccco1 (configuration not stated),2,1.8,3,-9,5,-4,3,0,-8
Nc1nc(-c2ccccc2)nc(-c2ccccc2O)n1,0,5.5,-1,1,1,-15,4,1,23
CC(=O)c1c(C)[nH]c(C(=O)OCCOc2ccccc2)c1C,0,1.8,-11,-8,8,1,-3,-2,4
Cc1cccc(Cn2c(O)c(N=NC(=S)Nc3ccccc3F)c3ccccc32)c1,1,-0.2,-2,4,0,4,19,0,-3
CCn1c(=O)n(CC(=O)NC2CCCC(C)C2C)c(=O)c2ccccc21 (configuration not stated),1,3.6,6,-2,1,1,5,-1,-2
NS(=O)(=O)c1ccc(NC(=O)c2ccc(OCC3CCCO3)cc2)cc1 (configuration not stated),0,/,2,6,/,/,-2,/,4
NS(=O)(=O)c1ccc(CCNc2cc(=O)n(Cc3ccc(F)cc3)c(=O)[nH]2)cc1,0,-1.2,-1,-3,3,4,-2,1,3
COC(=O)C1=C(C)N=c2s/c(=C/c3cccs3)c(=O)n2C1c1cccs1 (configuration not stated),56*,0.6,-14,9,2,6,11,4,20
Cn1c(CNC(=O)CCNC(=O)c2cccc(F)c2)cc(=O)n(C)c1=O,0,-1.2,97,1,0,-4,4,-3,-4
CCC(C)Nc1nc2c(c(=O)n(C)c(=O)n2C)n1Cc1ccc(F)cc1 (configuration not stated),2,3.5,-2,-2,0,-6,-7,-2,8

Further entries.
Structure,GRK2 inh,PP5 primary,JMJD2C inh,proCasp3 act,Fh CTSL1 inh,core dimer inh,procasp7 counter,PP1 counter,VLA-4 inh
CCOC(=O)Nc1n[nH]c(NC(=O)OCC)c1[N+](=O)[O-],9,-1.6,4,-2,-1,-1,5,0,0
c1ccc(C[C@H]2CN=C(Nc3ccccc3)N2CC2CCCCC2)cc1,0,/,4,6,/,/,15,/,-7
Cc1ccc2c(c1)[C@H]1[C@H](CO2)[C@H](c2ccccc2)[C@]2(C)C(=O)Nc3cc(Cl)ccc3C(=O)N12,0,5.0,-2,9,3,15,2,5,17
O=C(O)c1cccc(N2C(=O)C3CC=C(Cl)CC3C2=O)c1 (configuration not stated),15,-0.4,-3,11,0,3,1,-3,-7
COc1ccc(-c2nnn(CC(=O)c3ccccc3)n2)cc1OC,2,3.2,-6,6,-2,-13,3,1,-3
O=C(NCc1cccs1)c1cccc(N2CCCC2=O)c1,4,1.2,9,1,3,1,0,-1,6
O=C(NCC(c1ccco1)N1CCCCC1)c1ccc(OCc2ccccc2)cc1 (configuration not stated),0,0.7,47,3,5,3,7,4,5
CCOC(=O)CSc1nc2c(cnn2-c2ccc(F)cc2)c(=O)[nH]1,2,-1.2,-3,5,0,0,3,3,1
CN(CC(=O)OCC(=O)NCc1ccccc1)S(=O)(=O)c1ccc(Cl)cc1,0,1.5,-1,-2,-45,-3,4,-2,14
O=C(Nc1ccccc1)c1cc([N+](=O)[O-])ccc1Cl,1,0.0,-28,6,-2,5,-1,1,42
Cc1ccc(C=C2C(=O)c3ccccc3C2=O)s1,3,-1.6,6,-12,8,5,5,-8,-107
C=CCNC(=S)NN(c1ccccc1)c1ccccc1,0,-1.1,0,-1,1,-2,-2,2,4

Compound activity deposited in PubChem by several laboratories.
